CatL inh = inhibitors of human cathepsin L; P07711; purified cathepsin L, fluorogenic substrate, fluorescence; inhibition, %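 (tested at 10 µM)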; 0.17% of 58,000 active; AID 460; in the data active = inhibition above about 45%;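 note: 0% = enzyme with no compound and 100% = no enzyme blank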
Ec RNAP inh = inhibitors of Escherichia coli RNA polymerase. AID 559. E. coli RNA polymerase, fluorescence transcription assay. 0.2% of 62,000 active. inhibition, %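 (tested at 10 µM)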; in the data active = inhibition above about 20%;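 note: 0% = enzyme without compound and 100% = no enzyme blank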
CatB inh = human cathepsin B inhibition | 0.1% of 63,000 active | AID 453 | inhibition, %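 (tested at 10 µM)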 | P07858 | purified cathepsin B, fluorogenic substrate, fluorescence; in the data active = inhibition above about 21%;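 note: 0% = enzyme with no compound and 100% = no enzyme blank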
Starred values were filed as active, the others as inactive; nt = no result given.

1	O=C1NCCN2CCCC12 (stereo not drawn)
2	O=C1NC(=O)C(C/C=C/c2ccccc2)C(=O)N1
3	Nc1ncc(P(=S)(N2CCOCC2)N2CCOCC2)s1
4	Cc1c(N=Cc2c(O)n(Cc3ccco3)c(=O)[nH]c2=O)c(=O)n(-c2ccccc2)n1C
5	COc1cccc(-n2c(C)nc3ccccc3c2=O)c1
6	CCCSP1(=S)NCCCO1 (stereo not drawn)
7	CC(=O)C1(c2ccccc2)CCNCC1
8	COc1ccc2c(c1)c(C(=O)O)c(C)n2CC(C)C
entry no. | 1 | 2 | 3 | 4 | 5 | 6 | 7 | 8
CatL inh | 5 | 4 | -1 | 15 | 7 | -4 | 8 | 6
Ec RNAP inh | nt | nt | 8 | 6 | 1 | 6 | 6 | -3
CatB inh | 2 | 0 | 1 | 0 | -1 | 4 | 1 | -1

9	CCn1c(O)c(C(=O)CC2NCCc3ccccc32)c(=O)n(CC)c1=S (stereo not drawn)
10	CN1CCc2c(c(N3CCCCC3)nc3n[nH]c(N)c23)C1
11	CCN(CC)CCCC(C)N=C(c1ccccc1)c1c(O)n(C)c(=O)n(C)c1=O (stereo not drawn)
12	COc1ccc(Cn2c(O)c(C=NCCCn3ccnc3)c(=O)[nH]c2=O)cc1
13	CCCCSP1(=S)NCCCO1 (stereo not drawn)
entry no. | 9 | 10 | 11 | 12 | 13
CatL inh | 9 | -8 | -8 | 26 | -3
Ec RNAP inh | 0 | -1 | 5 | 4 | 1
CatB inh | 8 | 0 | 5 | 1 | -1

Source: PubChem BioAssay (PCMD)

This is a subset. The share of hits here may be higher or lower than overall.
